PLAP inhibition = inhibition of human placental alkaline phosphatase – biochemical, luminescence, HTS (AID 690); inhibition, % at 20 µM, or IC50 in µM where a hit was titrated; hit rate 0.08% among 96,000; purified PLAP, luminescent substrate; higher % means a stronger effect; in the data active = a potency from the dose series; inactive = the rest, 99 in 100 with inhibition below about 30%; note: strong numbers were not always called active
NFkB transloc pot = enhances IL-1B driven NFkB nuclear translocation; HUVEC IL-1B NFkB p65 nuclear translocation imaging; activation, % at 2 µM; hit rate 0.3% among 94,000;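 active = activation above 40%, about the mean plus 3 SD, also judged a hit on visual image review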;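 note: percent activation is computed from the nuclear over cytoplasmic p65 intensity ratio; values of inactives mirror those of a sister screen read the other way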
IL1B NFkB inh = blocks IL-1B driven NFkB nuclear translocation in HUVEC cells; inhibition, % at 2 µM; HUVEC IL-1B NFkB p65 nuclear translocation imaging; hit rate 0.43% among 94,000;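 active = inhibition above about 30% together with a positive call from visual inspection of the well image, limit read from the data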;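 note: nuclear over cytoplasmic p65 intensity ratio measured by imaging; 0% = IL-1B stimulated DMSO wells and 100% = unstimulated DMSO wells; values of inactives mirror those of a sister screen read the other way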
MRP reversal = MRP-mediated drug resistance reversal; differential viability (reversal), % at 10 µM; H69AR cells + 2 uM doxorubicin, CellTiter-Glo, 72 h; hit rate 0.04% among 85,000; AID 602;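 active = viability drop by adding the cancer drug above about 55%, with treated viability meeting a 40% cutoff, limit read from the data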;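 note: viability without doxorubicin minus viability with 2 µM doxorubicin for each compound; larger differential means the compound sensitizes cells more to doxorubicin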
Bcl-B TR3 displacers = displacers of TR3 peptide from Bcl-B, primary screen, selectivity assay for Bfl-1 inhibitor project, biochemical, fluorescence polarization. FP displacement of FITC-TR3 peptide from Bcl-B; higher % means a stronger effect. one-dose displacement, % at 20 µM; IC50 in µM for titrated hits. hit rate 0.11% among 96,000;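 active = displacement above 50% at 20 µM plus a fluorescence interference ratio under 1.5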;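 note: plate controls were wells without compound for no effect and wells lacking Bcl-B protein for full effect; a part of the inactive calls stands beside numbers as strong as those of hits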
MRP reversal cytotoxicity = second read-out of MRP reversal, no call of its own (marks repeat the call); viability, %; H69AR cells, CellTiter-Glo, 72 h; measured here: cytotoxicity without doxorubicin
MRP reversal with doxorubicin = second read-out of MRP reversal, no call of its own (marks repeat the call); viability, %; measured here: viability with 2 uM doxorubicin; stronger effect = lower value
IL1B NFkB inh cell count 2 µM = further read-out of IL1B NFkB inh, marked with its call; cell count; measured here: cells passing quality filter;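 raw number of nuclei counted in each imaged well without normalization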
NFkB transloc pot cell count 2 µM = recorded beside NFkB transloc pot, whose call it bears; cell count; measured here: cells passing quality filter
* marks the source's active call; other numbers are inactive results. The list is partial (hit frequency here may not be typical).

The opening 2 compounds (preview)
For Cc1ccc(S(=O)(=O)Nc2nc3ccc(S(=O)(=O)N4CCCC4)cc3s2)cc1 the results were PLAP inhibition -35%, NFkB transloc pot 0, IL1B NFkB inh 0, MRP reversal 19, Bcl-B TR3 displacers -5%, MRP reversal cytotoxicity 88, MRP reversal with doxorubicin 69, IL1B NFkB inh cell count 2 µM 103 and NFkB transloc pot cell count 2 µM 103.
Screening Cc1ccc(C(=O)Nc2ccc(N3CCN(S(C)(=O)=O)CC3)cc2)cc1 returned PLAP inhibition 25%, NFkB transloc pot 8, IL1B NFkB inh -8, Bcl-B TR3 displacers -23%, IL1B NFkB inh cell count 2 µM 148 and NFkB transloc pot cell count 2 µM 148.

The whole of this part, from the first entry:
For Cc1ccc(S(=O)(=O)Nc2nc3ccc(S(=O)(=O)N4CCCC4)cc3s2)cc1 the results were PLAP inhibition -35%, NFkB transloc pot 0, IL1B NFkB inh 0, MRP reversal 19, Bcl-B TR3 displacers -5%, MRP reversal cytotoxicity 88, MRP reversal with doxorubicin 69, IL1B NFkB inh cell count 2 µM 103 and NFkB transloc pot cell count 2 µM 103.
Screening Cc1ccc(C(=O)Nc2ccc(N3CCN(S(C)(=O)=O)CC3)cc2)cc1 returned PLAP inhibition 25%, NFkB transloc pot 8, IL1B NFkB inh -8, Bcl-B TR3 displacers -23%, IL1B NFkB inh cell count 2 µM 148 and NFkB transloc pot cell count 2 µM 148.
For Cc1c(Cl)cccc1NC(=S)NCCC(C)C the results were PLAP inhibition 18%, NFkB transloc pot 12, IL1B NFkB inh -12, Bcl-B TR3 displacers -4%, IL1B NFkB inh cell count 2 µM 136 and NFkB transloc pot cell count 2 µM 136.
For COc1ccc(/C=N\NS(=O)(=O)c2ccc(Br)cc2)cc1COc1ccccc1[N+](=O)[O-] the results were NFkB transloc pot -3, IL1B NFkB inh 3, MRP reversal -9, MRP reversal cytotoxicity 63, MRP reversal with doxorubicin 73, IL1B NFkB inh cell count 2 µM 150 and NFkB transloc pot cell count 2 µM 150.
For O=c1c2c3c(sc2nc2n1CCCCC2)CCCCC3 the results were PLAP inhibition -11% and Bcl-B TR3 displacers -1%.
Screening CC1(C)Cc2ccccc2-c2nnc(-c3ccco3)n21 returned PLAP inhibition 22%, NFkB transloc pot 7, IL1B NFkB inh -7, MRP reversal 20, Bcl-B TR3 displacers 4%, MRP reversal cytotoxicity 89, MRP reversal with doxorubicin 69, IL1B NFkB inh cell count 2 µM 157 and NFkB transloc pot cell count 2 µM 157.
Screening Cc1cc(NC(=O)CCCSc2nc(-c3ccco3)cc(C(F)(F)F)n2)no1 returned PLAP inhibition 59%, NFkB transloc pot -11, IL1B NFkB inh 11, MRP reversal -11, Bcl-B TR3 displacers -7%, MRP reversal cytotoxicity 95, MRP reversal with doxorubicin 106, IL1B NFkB inh cell count 2 µM 92 and NFkB transloc pot cell count 2 µM 92.
For CC(=O)c1cc2c(cc1NC(=O)CCNC(=O)c1ccccc1Cl)OCO2 the results were PLAP inhibition 16%, NFkB transloc pot 8, IL1B NFkB inh -8, MRP reversal 13, Bcl-B TR3 displacers 5%, MRP reversal cytotoxicity 97, MRP reversal with doxorubicin 84, IL1B NFkB inh cell count 2 µM 174 and NFkB transloc pot cell count 2 µM 174.
Screening CN(C)C(=O)N1CCC(C(=O)NCc2ccccc2Cl)CC1 returned PLAP inhibition -21%, MRP reversal 3, Bcl-B TR3 displacers -3%, MRP reversal cytotoxicity 92 and MRP reversal with doxorubicin 89.
CC1CC(C)CN(C(=O)CSCC(=O)Nc2nc(-c3cccs3)cs2)C1 (stereo unspecified) was read as PLAP inhibition -30%, MRP reversal 0, Bcl-B TR3 displacers 1%, MRP reversal cytotoxicity 96 and MRP reversal with doxorubicin 96.
For CN(C)S(=O)(=O)NCc1ccc2c(c1)OCO2 the results were PLAP inhibition 16%, NFkB transloc pot 16, IL1B NFkB inh -16, MRP reversal 4, Bcl-B TR3 displacers 4%, MRP reversal cytotoxicity 101, MRP reversal with doxorubicin 98, IL1B NFkB inh cell count 2 µM 110 and NFkB transloc pot cell count 2 µM 110.
`Cc1ccc(CNc2nc(N)c([N+](=O)[O-])c(Nc3cccc(F)c3)n2)cc1` gave PLAP inhibition 27%, NFkB transloc pot 19, IL1B NFkB inh -19, MRP reversal -12, Bcl-B TR3 displacers -1%, MRP reversal cytotoxicity 44, MRP reversal with doxorubicin 56, IL1B NFkB inh cell count 2 µM 163 and NFkB transloc pot cell count 2 µM 163.
For CCOC(=O)c1c(-c2ccccc2)oc2ccc(O)c(CN3CCOCC3)c12 the results were PLAP inhibition -50%, NFkB transloc pot 1, IL1B NFkB inh -1, MRP reversal -1, Bcl-B TR3 displacers -11%, MRP reversal cytotoxicity 53, MRP reversal with doxorubicin 54, IL1B NFkB inh cell count 2 µM 158 and NFkB transloc pot cell count 2 µM 158.
Screening N#C/C(=N\Nc1c(Cl)cccc1Cl)C(=O)NN returned PLAP inhibition -10%, NFkB transloc pot 1, IL1B NFkB inh -1, Bcl-B TR3 displacers 4%, IL1B NFkB inh cell count 2 µM 147 and NFkB transloc pot cell count 2 µM 147.
`CCc1nnc(NC(=O)CC(=O)Nc2ccccc2C(=O)O)s1` gave PLAP inhibition 4%, MRP reversal -8, Bcl-B TR3 displacers 3%, MRP reversal cytotoxicity 87 and MRP reversal with doxorubicin 94.
CC(=C/C(=O)O)/C=C/c1ccc(Cl)o1 was read as NFkB transloc pot 9, IL1B NFkB inh -9, MRP reversal 0, MRP reversal cytotoxicity 98, MRP reversal with doxorubicin 97, IL1B NFkB inh cell count 2 µM 139 and NFkB transloc pot cell count 2 µM 139.
Cc1cc(C(=O)Nc2nnc(C(F)(F)F)s2)no1 was read as PLAP inhibition 7%, NFkB transloc pot 16, IL1B NFkB inh -16, MRP reversal 3, Bcl-B TR3 displacers -1%, MRP reversal cytotoxicity 106, MRP reversal with doxorubicin 103, IL1B NFkB inh cell count 2 µM 186 and NFkB transloc pot cell count 2 µM 186.
For Cc1ccc(NC(=O)c2cc(-c3ccc(C)o3)nc3ccccc23)cc1 the results were PLAP inhibition 15%, NFkB transloc pot 9, IL1B NFkB inh -9, MRP reversal -23, Bcl-B TR3 displacers -7%, MRP reversal cytotoxicity 32, MRP reversal with doxorubicin 55, IL1B NFkB inh cell count 2 µM 162 and NFkB transloc pot cell count 2 µM 162.
Screening Cc1c(C(=O)Nc2ccc(N3CCOCC3)cc2)oc2ccccc12 returned PLAP inhibition 2%, NFkB transloc pot 8, IL1B NFkB inh -8, MRP reversal -16, Bcl-B TR3 displacers 2%, MRP reversal cytotoxicity 74, MRP reversal with doxorubicin 90, IL1B NFkB inh cell count 2 µM 168 and NFkB transloc pot cell count 2 µM 168.
CCNC(=S)N/N=C1\C(=O)c2cccc3cccc1c23 was read as PLAP inhibition 1%, NFkB transloc pot 7, IL1B NFkB inh -7, Bcl-B TR3 displacers -4%, IL1B NFkB inh cell count 2 µM 139 and NFkB transloc pot cell count 2 µM 139.
Screening CCC(=O)N1CCc2cc(S(=O)(=O)NCCC(=O)N3CCc4ccccc4C3)ccc21 returned PLAP inhibition -22%, NFkB transloc pot -10, IL1B NFkB inh 10, MRP reversal 0, Bcl-B TR3 displacers 2%, MRP reversal cytotoxicity 100, MRP reversal with doxorubicin 100, IL1B NFkB inh cell count 2 µM 100 and NFkB transloc pot cell count 2 µM 100.
Screening Cc1nc(SCC(=O)NCc2ccccc2)c2c(=O)n(C)c(=O)n(C)c2n1 returned PLAP inhibition 3%, MRP reversal 11, Bcl-B TR3 displacers 1%, MRP reversal cytotoxicity 90 and MRP reversal with doxorubicin 80.
Screening CCCn1c(SCC(=O)Nc2nnc(CC)s2)nc2c1c(=O)n(C)c(=O)n2C returned PLAP inhibition -3%, MRP reversal -5, Bcl-B TR3 displacers -2%, MRP reversal cytotoxicity 82 and MRP reversal with doxorubicin 87.
`O=C(N=C1SCC(=O)N1c1ccccc1)c1ccco1` gave PLAP inhibition -22%, NFkB transloc pot 2, IL1B NFkB inh -2, Bcl-B TR3 displacers 2%, IL1B NFkB inh cell count 2 µM 140 and NFkB transloc pot cell count 2 µM 140.
CCOC(=O)C1=C(O)/C(=C\c2cccc(OC)c2)N=C1C was read as PLAP inhibition 17%, NFkB transloc pot -1, IL1B NFkB inh 2, Bcl-B TR3 displacers -4%, IL1B NFkB inh cell count 2 µM 144 and NFkB transloc pot cell count 2 µM 144.
COc1ccc(OCCSc2nnnn2C2CCCCC2)cc1 was read as PLAP inhibition 18%, NFkB transloc pot -11, IL1B NFkB inh 11, MRP reversal 13, Bcl-B TR3 displacers -3%, MRP reversal cytotoxicity 88, MRP reversal with doxorubicin 75, IL1B NFkB inh cell count 2 µM 103 and NFkB transloc pot cell count 2 µM 103.
Screening CCOC(=O)Cc1csc(NC(=O)CSc2nnc(-c3ccc(F)cc3)o2)n1 returned PLAP inhibition 8%, NFkB transloc pot 20, IL1B NFkB inh -20, MRP reversal -1, Bcl-B TR3 displacers 0%, MRP reversal cytotoxicity 91, MRP reversal with doxorubicin 92, IL1B NFkB inh cell count 2 µM 88 and NFkB transloc pot cell count 2 µM 88.
For CC(C)CCNC(=O)NC(=O)CSc1nnc(-c2ccccc2F)n1N the results were PLAP inhibition 16%, NFkB transloc pot 11, IL1B NFkB inh -11, MRP reversal 4, Bcl-B TR3 displacers -4%, MRP reversal cytotoxicity 93, MRP reversal with doxorubicin 89, IL1B NFkB inh cell count 2 µM 167 and NFkB transloc pot cell count 2 µM 167.
Screening O=C(O)C1CC=CCC1C(=O)c1ccccc1 (stereo unspecified) returned PLAP inhibition 0%, NFkB transloc pot 4, IL1B NFkB inh -4, MRP reversal 8, Bcl-B TR3 displacers 8%, MRP reversal cytotoxicity 95, MRP reversal with doxorubicin 88, IL1B NFkB inh cell count 2 µM 169 and NFkB transloc pot cell count 2 µM 169.
For FC(F)Oc1cccc2cccnc12 the results were NFkB transloc pot 26, IL1B NFkB inh -26, MRP reversal -3, MRP reversal cytotoxicity 103, MRP reversal with doxorubicin 105, IL1B NFkB inh cell count 2 µM 133 and NFkB transloc pot cell count 2 µM 133.
CC(C)C(=O)N(Cc1ccccc1)c1ccccn1 was read as PLAP inhibition -47%, MRP reversal 3, Bcl-B TR3 displacers -6%, MRP reversal cytotoxicity 95 and MRP reversal with doxorubicin 92.
For CCCCC1CC1C(=O)Nc1ccc(OC)c(OC)c1 (stereo unspecified) the results were PLAP inhibition -17%, MRP reversal 11, Bcl-B TR3 displacers -1%, MRP reversal cytotoxicity 80 and MRP reversal with doxorubicin 69.
For O=C1CC(c2ccccc2)CN1C(=O)c1ccccc1 (stereo unspecified) the results were PLAP inhibition -2%, NFkB transloc pot 6, IL1B NFkB inh -6, MRP reversal 6, Bcl-B TR3 displacers 10%, MRP reversal cytotoxicity 103, MRP reversal with doxorubicin 97, IL1B NFkB inh cell count 2 µM 110 and NFkB transloc pot cell count 2 µM 110.
`O=C(Cn1c(=O)n(CC2CCCO2)c(=O)c2ccccc21)N1CCN(c2ccccc2)CC1` (stereo unspecified) gave PLAP inhibition -2%, NFkB transloc pot -10, IL1B NFkB inh 10, MRP reversal 2, Bcl-B TR3 displacers -6%, MRP reversal cytotoxicity 86, MRP reversal with doxorubicin 84, IL1B NFkB inh cell count 2 µM 182 and NFkB transloc pot cell count 2 µM 182.
For Cc1cc(C)cc(C(=O)O/N=C(\N)c2ccc(Br)cc2)c1 the results were PLAP inhibition -5%, NFkB transloc pot 0, IL1B NFkB inh 0, MRP reversal 6, Bcl-B TR3 displacers 5%, MRP reversal cytotoxicity 34, MRP reversal with doxorubicin 28, IL1B NFkB inh cell count 2 µM 153 and NFkB transloc pot cell count 2 µM 153.
O=C(O)c1cn(-c2ccccc2)nc1-c1ccc(Cl)cc1 was read as NFkB transloc pot 35, IL1B NFkB inh -35, MRP reversal -5, MRP reversal cytotoxicity 94, MRP reversal with doxorubicin 99, IL1B NFkB inh cell count 2 µM 131 and NFkB transloc pot cell count 2 µM 131.
For CCOC(=O)Cn1c(C)cc(=O)c2ccccc21 the results were PLAP inhibition -1%, NFkB transloc pot -6, IL1B NFkB inh 6, MRP reversal -14, Bcl-B TR3 displacers -4%, MRP reversal cytotoxicity 92, MRP reversal with doxorubicin 107, IL1B NFkB inh cell count 2 µM 115 and NFkB transloc pot cell count 2 µM 115.
`Cc1ccc(S(=O)(=O)CC(=O)c2ccc(C(C)(C)C)cc2)cc1` gave PLAP inhibition 4% and Bcl-B TR3 displacers -6%.

Source: PubChem
